High-throughput results as filed in PubChem BioAssay.
TcdB inh = blocks C. difficile toxin B glycohydrolase activity | inhibition, % at 9.99 µM | P18177 | AID 652162 | actives 0.24% (n = 350,000) | TcdB glycohydrolase enzymatic assay, plate reader; in the data active means inhibition above about 10%
Yp Topo-I inh = inhibitors of Yersinia pestis topoisomerase I; activity, % at 10 µM; AID 504884; actives 0.064% (n = 360,000); Y. pestis Topo-I cleavage product accumulation, plate reader; in the data active means activity above about 50%, passing the limit was not always enough; further: inactives centre near 2
PrPC surface inh = cell surface PrPC inhibition, primary TR-FRET screen; P04156; TR-FRET read-out; inhibition, % at 13.8 µM; actives 0.43% (n = 370,000); AID 720596; in the data active means inhibition above about 24%; further: 0% = median of the test wells and 100% = reference compound wells
MazF activator = MazEF (E. coli) toxin RNase activation; FAM/BHQ RNA-DNA oligo cleavage fluorescence, 5 h; actives 0.32% (n = 350,000); P0AE70; activation, % at 20 µM; in the data active means activation above about 50%
Target sequence (P0AE70 whole entry, looked up): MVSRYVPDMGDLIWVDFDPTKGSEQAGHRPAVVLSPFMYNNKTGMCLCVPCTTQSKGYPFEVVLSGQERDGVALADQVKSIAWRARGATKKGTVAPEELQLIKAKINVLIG
CCHFV vOTU inh = blocks the CCHF virus ovarian tumor domain protease. inhibition, % at 11.5 µM. CCHFV vOTU protease, Pep-AMC fluorescence. actives 0.55% (n = 370,000). AID 651958; in the data active means inhibition above about 30%; further: 0% = vehicle wells with enzyme and 100% = no enzyme wells
VHR inh abs = inhibitors of human VHR1 phosphatase (DUSP3); actives 0.52% (n = 290,000); inhibition, % at 13.3 µM; P51452; recombinant VHR phosphatase, pNPP absorbance; in the data active means inhibition above about 50%; further: some compounds called inactive have numbers as strong as hits
Target sequence (P51452 whole entry, looked up): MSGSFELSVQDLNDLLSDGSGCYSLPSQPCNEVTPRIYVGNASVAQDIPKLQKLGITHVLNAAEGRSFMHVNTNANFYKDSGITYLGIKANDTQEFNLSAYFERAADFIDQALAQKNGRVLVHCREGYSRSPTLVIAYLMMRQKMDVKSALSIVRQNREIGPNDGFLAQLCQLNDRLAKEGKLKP
Rv3671c inh = inhibits the M. tuberculosis serine protease Rv3671c | AID 2606 | P9WHR9 | actives 0.048% (n = 320,000) | inhibition, % at 5.96 µM; in the data active means inhibition above about 38%;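 further: extracellular domain of Rv3671c used as enzyme; 0% = enzyme with DMSO and 100% = no enzyme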
Target sequence (P9WHR9 whole entry, looked up, the tested form may be a part): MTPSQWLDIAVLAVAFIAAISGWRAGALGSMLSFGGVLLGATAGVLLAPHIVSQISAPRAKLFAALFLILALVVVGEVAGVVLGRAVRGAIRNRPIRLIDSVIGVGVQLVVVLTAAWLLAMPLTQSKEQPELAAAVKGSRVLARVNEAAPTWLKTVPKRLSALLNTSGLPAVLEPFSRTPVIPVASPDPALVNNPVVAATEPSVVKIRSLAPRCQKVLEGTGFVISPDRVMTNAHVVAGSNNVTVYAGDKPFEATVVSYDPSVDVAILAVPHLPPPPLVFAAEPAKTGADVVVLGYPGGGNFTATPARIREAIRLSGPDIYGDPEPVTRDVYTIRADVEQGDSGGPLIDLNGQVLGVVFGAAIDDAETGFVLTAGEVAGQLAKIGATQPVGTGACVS
3CLpro inhibitor = SARS-CoV 3CLpro protease inhibition | P0C6X7 | recombinant SARS-CoV 3CLpro, quenched FRET peptide cleavage | inhibition, % at 6 µM | actives 0.14% (n = 290,000); in the data active means inhibition above about 12%
BH1578 lux ind = quorum light induction in luxS cqsA deficient V. cholerae; V. cholerae BH1578 lux reporter, luminescence, 6 h; activation, % at 18.7 µM; actives 0.16% (n = 350,000); in the data active means activation mostly above about 9.7%, no sharp cut-off; further: not every result past the cut was called active; inactives centre near 0; reference of the scale not given here
PriA SSB inh = inhibitors of Klebsiella pneumoniae PriA binding to SSB C-terminal tail; AlphaScreen SSBct-PriA binding, biotinylated peptide; inhibition, % at 33 µM; actives 0.6% (n = 430,000); AID 1272365; in the data active means inhibition mostly above about 37%, no sharp cut-off; inactive means mostly below about 20%;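 further: plate controls were negative control peptide for no effect and reference peptide for full effect; strong numbers were not always called active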
An asterisk follows results filed as active; i = inactive; / = not tested or not shown; & = joins results of further samples.

compound,TcdB inh,Yp Topo-I inh,PrPC surface inh,MazF activator,CCHFV vOTU inh,VHR inh abs,Rv3671c inh,3CLpro inhibitor,BH1578 lux ind,PriA SSB inh
CN1CCc2c(sc3c2C(=O)NC(c2ccccn2)N3)C1 (stereo not given),/,11,-6,-17,-22,-12,-18,0,-0.4,85*
CN1C(=S)SC(/[N+]([O-])=C/c2c(F)cccc2Cl)C1(C)C (stereo not given),-2.2,1,6,-5,-4,10,7,-5,i,-1
O=C(COC(=O)c1ccccc1C(=O)c1ccc(Cl)cc1)NCCc1ccccc1,3.1,2,3,-10,8,24,-2,9,-0.9,-15
C[C@H](NC(=O)c1nc[nH]c1C(=O)N[C@@H](C)c1ccccc1)C(=O)OC(C)(C)C,1.3,22,-2,5,8,3,9,-1,-0.2,23
COc1cc(OC)cc(C(=O)N[C@H](C(=O)Nc2nc(-c3ccc(OC)c(OC)c3)cs2)C(C)C)c1,2.2,20,19,-5,14,7,-14,3,i,-8
O=C(O)C1=NN(c2ccccc2)C(=O)CC1,-6.6,-1,11,2,2,-8,-2,-1,0.7,1&-2
COC(=O)[C@H](Cc1ccccc1)NC(=O)NCC1CCCO1 (stereo not given in full),/,4,4,3,-5,32,4,2,-0.4,-13
CC(=O)Nc1cccc(-c2ccnc3c2CC(C(=O)Nc2cccnc2)O3)c1 (stereo not given),1.1,-3,-3,/,10,/,/,/,-0.5,/
CCN(CC)S(=O)(=O)N1CCC(C(=O)NCc2ccc3c(c2)OCO3)CC1,/,-4,-5,-1,2,12,1,-4,-0.4,-9
Cc1ccccc1-c1ccc2c(c1)O[C@@H](CN(C)C(=O)Nc1ccc(C(F)(F)F)cc1)[C@H](C)CN([C@@H](C)CO)S2(=O)=O,1.3&-1.6,41,-6,-5,11,/,/,/,i,/
CCC1Oc2ccccc2N(CC(=O)NCCC2=CCCCC2)C1=O (stereo not given),/,14,3,7,-9,15,-9,1,-1.8,0
C/C(=N/OC(=O)C1CC1)c1cc(-c2ccc(Cl)cc2)no1,2.5,5,-2,-1,-8,22,-6,-6,-0.3,/

Structures shown so far containing fluorine, in the order listed:
compound,TcdB inh,Yp Topo-I inh,PrPC surface inh,MazF activator,CCHFV vOTU inh,VHR inh abs,Rv3671c inh,3CLpro inhibitor,BH1578 lux ind,PriA SSB inh
CN1C(=S)SC(/[N+]([O-])=C/c2c(F)cccc2Cl)C1(C)C (stereo not given),-2.2,1,6,-5,-4,10,7,-5,i,-1
Cc1ccccc1-c1ccc2c(c1)O[C@@H](CN(C)C(=O)Nc1ccc(C(F)(F)F)cc1)[C@H](C)CN([C@@H](C)CO)S2(=O)=O,1.3&-1.6,41,-6,-5,11,/,/,/,i,/

(listing goes on)
compound,TcdB inh,Yp Topo-I inh,PrPC surface inh,MazF activator,CCHFV vOTU inh,VHR inh abs,Rv3671c inh,3CLpro inhibitor,BH1578 lux ind,PriA SSB inh
CCCN=C1N(CC)C[C@@H]2[C@@H]3C(=O)N(Cc4ccccc4)C(=O)[C@@H]3[C@](Cc3ccccc3)(C(=O)OC)N12,1.7,9,6,8,-8,/,/,/,-0.6,-2
CC1CCCC(C)N1C(=O)c1ccc(CS(=O)(=O)c2ccccc2)cc1 (stereo not given),0.6,1,-8,4,-9,53*,-3,-1,i,0
CCN1/C(=c2/s/c(=C3/C(=O)N(c4ccccc4)N=C3C)n(CC)c2=O)C=Cc2ccccc21,1.2,-1,1,-5,15,/,1,/,-0.4,/
CCc1cccc(C)c1NC(=O)COC(=O)CCn1c(C)csc1=O,0.6,3,6,8,-12,/,/,/,0.1,/
O=C(NC1CCCC1)C(c1cccnc1)N(C(=O)c1ccco1)c1cccc(F)c1 (stereo not given),0.3,-1,0,2,0,26,-4,2,i,12
O=C(COC(=O)c1ccc(Cl)nc1)Nc1cccc(S(=O)(=O)N2CCCCC2)c1,0.6,-1,1,-16,-2,/,-8,/,0.9,-6
CC(=O)Nc1ccc(S(=O)(=O)N2CCC(c3nc4ccccc4[nH]3)CC2)cc1,/,7,2,-1,3,1,4,-2,-0.4,-2
COc1ccccc1CCNC(=O)C1CC(=O)N(c2ccccc2F)C1 (stereo not given),0.5,-10,5,-1,-10,/,/,/,-0.2,/
Cc1c(NC(=O)C(Sc2ccccc2)c2ccccc2)cccc1[N+](=O)[O-] (stereo not given),/,-2,3,8,15,17,5,-5,i,1
CN(C)C(CNC(=O)c1cnc(Cl)c(Cl)c1)c1ccccc1 (stereo not given),0.8,-6,-10,-3,20,14,0,-2,-1.4,8
Cc1cc(NC(=O)CCNS(=O)(=O)c2ccc3[nH]c(=O)oc3c2)ccc1Br,0.4,-17,0,7,1,1,-2,0,-2.6,-6
Cc1ccc(C(=O)NC(=S)N2CCN(c3ccccc3F)CC2)cc1,-0.1,0,6,-2,4,-14,-17,10,-0.2,-4

Following part.
compound,TcdB inh,Yp Topo-I inh,PrPC surface inh,MazF activator,CCHFV vOTU inh,VHR inh abs,Rv3671c inh,3CLpro inhibitor,BH1578 lux ind,PriA SSB inh
CCCOc1ccc(-c2c(C(=O)N/N=C/c3ccc(C)o3)nnn2-c2nonc2N)cc1,0.3,8,0,-3,19,-9,-2,4,i,/
c1ccc(OCCCCN2CCOCC2)cc1,/,11,5,7,-12,20,-2,1,-0.3,-5
CC(C)CC(=O)NC(=S)Nc1cccc2nsnc12,2.2,6,-42,11,6,13,/,7,i,-3
O=C(CCC1CCCCC1)Nc1ccc(C(=O)c2ccncc2)cc1,2.1,28,3,2,4,10,-1,2,1.4,8
Cc1ccc(S(=O)(=O)c2nc(/C=C/c3ccccc3)oc2N2CCC(C(N)=O)CC2)cc1,0.0,13,-4,0,-8,/,/,/,-0.7,/
CN(CC(=O)Nc1ccccc1C(=O)NC1CC1)Cc1ccc(Cl)s1,1.9,1,-2,-2,12,/,-4,/,-0.4,-1
COc1ccc(C(=O)OCC(=O)NC2CCCCCC2)cc1OC,3.2,4,-2,10,-1,/,-1,/,i,-8
OCCCn1c(-c2ccccc2)csc1=Nc1ccccc1,-2.8,10,6,0,14,-11,2,-1,-0.3,42*
COC(=O)c1cc2n(n1)CCN(Cc1ccc(C)cc1)C2=O,/,0,3,5,0,6,-7,5,i,-11
Cc1cccc(Cn2nc(-n3cccc3)c3c(C)cc(C)nc32)c1,-0.2,45,1,0,-2,17,1,2,-0.5,-27
Cc1cccc(-n2ncc3c2CCCC3NC(=O)CC(F)(F)F)c1C (stereo not given),-0.4,8,0,5,3,-4,-1,2,0.0,-15
COCCNC(=O)C(c1ccc(O)cc1)N(Cc1ccccc1)C(=O)CCC(=O)Nc1nccs1 (stereo not given),1.1,0,7,11,10,10,-4,-1,-0.3,-6

Next section.
compound,TcdB inh,Yp Topo-I inh,PrPC surface inh,MazF activator,CCHFV vOTU inh,VHR inh abs,Rv3671c inh,3CLpro inhibitor,BH1578 lux ind,PriA SSB inh
CC1CC(C)CN(C(=O)C2CCC(CNS(=O)(=O)c3ccccc3)CC2)C1 (stereo not given),1.4,9,2,45,-9,-5,-6,-5,-1.6,6
Cc1cccc(NC(=O)CN2CCN(CC(=O)NCC3(N4CCCCC4)CCCCC3)CC2)c1C,2.2,4,-3,2,-1,/,/,/,-0.6,3
C[C@@H]1CCC(=O)N(CC[C@H](Sc2ccc(Br)cc2)c2ccccc2)CC1,-5.1,41,17,-8,16,/,-10,/,i,-14
NC1=NS(=O)(=O)NC1c1ccc(Br)cc1 (stereo not given),2.3,2,4,-1,-8,21,7,3,-0.5,-8
CCOC(=O)c1ccccc1NC(=O)Cn1cnc2c1c(=O)n(C)c(=O)n2C,/,4,-8,1,-5,21,-4,1,-0.5,-11
O=C(Cn1cnc2c(nnn2Cc2ccc(F)cc2)c1=O)N1CCN(c2ccccc2)CC1,/,19,2,5,-1,28,1,2,i,0
CCOc1ccc(CN(C)CC(=O)Nc2cc(OC)c([N+](=O)[O-])cc2C)cc1,1.2,-6,3,-11,-3,1,-6,4,i,-6
C[C@H](NC(=O)OC(C)(C)C)C(=O)N/N=C/C1=Cc2ccccc2OC1,1.0,-3,-11,-3,-37,4,8,-3,i,i
CC(c1ccccc1)C(CC(=O)O)C(=O)Nc1ccc(Cl)c(Cl)c1 (stereo not given),0.6,3,2,-9,2,4,-7,4,-0.9,-7
CC1([N+](=O)[O-])COC(C=Cc2ccccc2)OC1 (stereo not given),1.6,10,0,-1,0,/,/,/,-1.0,-3
COc1ccc(C(=O)CSc2nnc(Cn3nnc4ccccc43)n2C)cc1,0.2,0,0,-3,-1,23,-9,3,i,-22
Cc1ccc(C)c(C(=O)CSc2nc(C)cc(=O)[nH]2)c1,1.4,5,-3,6,7,-4,-1,3,-0.5,-7

Additional records
compound,TcdB inh,Yp Topo-I inh,PrPC surface inh,MazF activator,CCHFV vOTU inh,VHR inh abs,Rv3671c inh,3CLpro inhibitor,BH1578 lux ind,PriA SSB inh
CCOc1ccccc1OCCC(=O)Nc1ccc2c(c1)OCO2,1.8,3,-4,15,10,/,-3,/,-8.3,2
C#C[C@]1(O)CCC2C3C(=O)C=C4C(Cl)=CCC[C@]4(C)C3CC[C@@]21C (stereo not given in full),1.1,20,-11,-5,4,/,/,/,0.4,5
O=c1[nH]c([N+](=O)[O-])nn1C(c1ccccc1)c1ccccc1,-0.3,1,-4,-9,-6,/,-5,-2,-1.4,1
CCOC(=O)N1CCC(=NNc2ncc(C(F)(F)F)cc2Cl)CC1,-2.4,3,-4,8,-2,13,2,-2,0.7,4
COc1cccc(OCc2cc(C(=O)N(C)C3CC(C)(C)NC(C)(C)C3)no2)c1,0.4,-3,-3,-5,-6,24,6,4,-0.4,-4
O=C1CSC(c2ccccc2)N1c1ccccc1F (stereo not given),-0.6,4,4,3,-2,9,1,-1,-1.0,0
CCCCn1cnc2sc3c(c2c1=N)CCCC3,/,-1,8,-5,-4,28,-11,-1,i,-4
COC(=O)c1ccc(NC2CC(=O)N(c3ccccc3C)C2=O)cc1 (stereo not given),/,-9,0,6,13,1,5,-1,1.4,-13
CSc1nnc2c(n1)[nH]c1c(C)cccc12,/,-1,-27,-2,-1,8,2,-3,i,-13
CC(=O)Nc1cc(-c2ccccc2)nn1Cc1ccc(Cl)cc1,/,-7,6,8,-4,8,4,-4,i,-14
CC(C)c1ccc(OCc2nnc(SCC(=O)N3CCCCC3)o2)cc1,0.7,21,0,-9,8,-8,-4,1,-0.1,-8
CC(=O)NC(c1ccccc1)c1nc(-c2cnc3ccccc3c2)cs1 (stereo not given),1.3,9,-14,/,0,/,/,/,-0.3,/

The list goes on:
compound,TcdB inh,Yp Topo-I inh,PrPC surface inh,MazF activator,CCHFV vOTU inh,VHR inh abs,Rv3671c inh,3CLpro inhibitor,BH1578 lux ind,PriA SSB inh
CCCCN(C)C(=O)c1cn(C)c2ccc(S(=O)(=O)N(C)C)cc2c1=O,-0.8,5,0,4,0,16,6,-1,-0.6,-11
CN(CC(=O)Nc1cc(Cl)cc(Cl)c1)Cc1cccs1,-0.5,33,8,-1,12,7,-2,0,i,-33
CC1CN(C(=O)COC(=O)c2cccc(NS(=O)(=O)c3ccccc3)c2)CC(C)O1 (stereo not given),1.1,19,4,5,3,/,3,/,14,-9
CCCCCOc1ccc(NC(=O)C(=O)NCCC2=CCCCC2)cc1,/,-13,/,0,/,6,-4,4,i,-5
CN1CCN(c2nc(-c3cc4ccccc4o3)cs2)CC1,/,3,-5,0,-26,8,4,-3,-0.3,-7
O=C(c1ccc(Cl)c(S(=O)(=O)N2CCOCC2)c1)N(Cc1nnc(-c2ccccc2Cl)o1)C1CC1,0.3,13,-4,-2,-1,/,8,/,-4.2,0
Clc1ccc(-c2cn3c(n2)CCC3)cc1,/,-2,-4,-4,1,25,-1,0,i,-6
S=c1[nH]c2ncccc2o1,-0.5,1,-2,3,-2,18,6,-6,-0.2,-5
CCOC(=O)C(CC)n1nc(C)n2c(cc3occc32)c1=O (stereo not given),/,7,6,-1,-7,17,-1,2,i,0
C=CCN(c1ccccc1)S(=O)(=O)c1cccc(C(=O)N2CC(C)CC(C)C2)c1 (stereo not given),1.2,10,3,-8,19,-4,5,1,-0.1,-19
O=C(CSc1nc2ccccc2[nH]1)NCc1ccc(F)cc1,1.7,-3,0,9,9,15,3,-3,i,5
CCOC(=O)c1c(C)n(CCN2CCN(C)CC2)c2ccc(OC)cc12,/,-6,/,0,/,19,5,-1,-0.2,5

A portion of the library; count on the stated rates, not on these rows.
